TEAD-YAP inh: TEAD-YAP interaction inhibition; HEK-TIYL cells, TEAD-Gal4/YAP UAS-luciferase luminescence; inhibition, % at 9.12 µM; 1.4% of 640,000 active; AID 1259422; in the data active means inhibition above about 32%;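 further: 0% = median of test compound wells and 100% = reference inhibitor wells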
MITF primary: human MITF inhibition, primary screen; inhibition, % at 2.6 µM; 0.91% of 650,000 active; AID 1259374; O75030; AlphaScreen MITF homodimerization, bead proximity signal; in the data active means inhibition above about 50%;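 further: 0% = vehicle wells with protein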
Target sequence (O75030 whole entry, looked up): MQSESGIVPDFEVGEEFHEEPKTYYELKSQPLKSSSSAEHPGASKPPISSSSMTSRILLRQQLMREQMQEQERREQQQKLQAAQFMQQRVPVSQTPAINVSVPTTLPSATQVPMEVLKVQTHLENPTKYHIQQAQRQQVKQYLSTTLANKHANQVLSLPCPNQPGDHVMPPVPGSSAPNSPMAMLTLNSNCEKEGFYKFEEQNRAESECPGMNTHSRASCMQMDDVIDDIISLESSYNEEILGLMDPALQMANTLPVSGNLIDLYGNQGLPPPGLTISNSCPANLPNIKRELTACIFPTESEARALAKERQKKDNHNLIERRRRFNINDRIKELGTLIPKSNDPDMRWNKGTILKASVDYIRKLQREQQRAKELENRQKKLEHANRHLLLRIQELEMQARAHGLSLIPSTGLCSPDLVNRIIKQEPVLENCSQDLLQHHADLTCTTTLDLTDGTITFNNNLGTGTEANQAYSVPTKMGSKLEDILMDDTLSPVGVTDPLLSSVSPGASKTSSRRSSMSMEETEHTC
GPR151 ag: activators of human GPR151; PathHunter beta-arrestin GPR151 cells, luminescence; Q8TDV0; AID 1508602; 1% of 650,000 active; activation, % at 11.2 µM; in the data active means activation above about 4.9%;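 further: 0% = median of compound wells and 100% = cells with positive control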
Target sequence (Q8TDV0 whole entry, looked up): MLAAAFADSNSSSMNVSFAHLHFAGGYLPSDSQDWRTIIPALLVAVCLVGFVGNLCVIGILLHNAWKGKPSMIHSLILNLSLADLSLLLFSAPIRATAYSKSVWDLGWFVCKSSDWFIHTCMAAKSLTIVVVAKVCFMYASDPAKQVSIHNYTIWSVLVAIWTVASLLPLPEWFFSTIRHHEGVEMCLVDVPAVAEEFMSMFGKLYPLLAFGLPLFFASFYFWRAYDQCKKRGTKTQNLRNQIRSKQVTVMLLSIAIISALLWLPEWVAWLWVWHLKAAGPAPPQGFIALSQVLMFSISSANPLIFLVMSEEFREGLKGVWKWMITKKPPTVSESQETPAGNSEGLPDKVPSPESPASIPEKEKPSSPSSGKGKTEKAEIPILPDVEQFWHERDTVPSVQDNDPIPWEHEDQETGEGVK
FBW7 activator: human FBW7 E3 ligase activation, primary screen; 0.13% of 650,000 active; normalized activity (activation), % at 26.1 µM; AlphaScreen FBW7–phospho-cyclin E peptide binding, activator screen; AID 1259310; in the data active means normalized activity above about 1.9%;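 further: purified mutant Fbw7 with reduced substrate affinity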
* marks the source's active call; other numbers are inactive results.

Molecule,TEAD-YAP inh,MITF primary,GPR151 ag,FBW7 activator
COc1ccc(S(=O)(=O)N(CC(=O)NCc2ccc(Cl)cc2)c2ccccc2)cc1,10,12,0.3,0.0
CCOC(=O)N1CCC(n2c(SCC(=O)NCCc3ccc(S(N)(=O)=O)cc3)nc3ccsc3c2=O)CC1,14,-8,-2.1,0.0
COc1ccc(NC(=S)NNC(=O)c2csc(C)c2C)c(OC)c1,1,-4,0.8,0.3
COc1cccc(OC)c1C(=O)N1CCN(Cc2cccc([N+](=O)[O-])c2)CC1,-5,49,0.1,0.1
N#Cc1c(-c2ccccc2)cc(N2CCCC2)n2c1nc1ccccc12,11,1,-0.9,0.9
COc1ccc(-c2noc(NCc3ccccc3Cl)n2)cc1,-54,12,0.4,0.6
Cc1ccc(OCc2ccc(C(=O)N3CCSCC3)o2)c([N+](=O)[O-])c1,-17,0,1.9,-0.2
Cc1ccc(NC(=O)/C(=C/c2cccc([N+](=O)[O-])c2)NC(=O)c2cccc(Cl)c2)cc1Cl,-9,-12,0.7,-0.2
Cc1nc2c(-c3ccc(F)cc3)c(C)nn2c(C)c1CC(=O)NCC1CCCO1 (stereo unspecified),3,-5,-0.1,0.0
COc1cc(-c2nnc(SCC(=O)NC(C)(C)C)o2)cc(OC)c1OC,-6,-2,0.8,0.1
Cc1cccc(NC(=O)CN2CCSc3ccccc32)c1,-3,3,-0.3,-0.1
CN(C1CCS(=O)(=O)C1)S(=O)(=O)c1ccc2ccccc2c1 (stereo unspecified),11,5,0.5,0.2
Cc1ccc(NC(=O)c2cnc(N3CCN(c4ncccn4)CC3)c3ccccc23)cc1F,2,1,-0.7,0.2
O=C(NCCN1CCOCC1)c1cccc(CN(C(=O)c2nc3ccc(-c4cn[nH]c4)cc3s2)C2CC2)c1,15,66*,1.0,1.7
CC1CCc2c(sc(NC(=O)c3ccc(S(=O)(=O)N4CC(C)CC(C)C4)cc3)c2C#N)C1 (stereo unspecified),3,-11,-1.6,-0.2
COCC(=O)N(Cc1cc2ccc(C)cc2[nH]c1=O)c1ccccc1C,-6,-5,0.5,-0.1
CC(=O)c1c(C)[nH]c(=S)c(C#N)c1-c1ccc(Cl)cc1,-4,5,1.0,0.0
C=CCOC(=O)COc1cc(C)cc2oc(=O)cc(CC)c12,14,-6,-1.5,0.6
COc1ccc(S(=O)(=O)Nc2ccc(O)c(C)c2C)cc1,5,4,-1.0,0.5
COc1cccc(C(=O)NCCNC(=O)c2ccc(NC(=O)C3CC3)cc2)c1,-10,-6,-0.9,0.3
Cc1ccccc1-n1nc2c(c1NC(=O)c1cc(Cl)ccc1[N+](=O)[O-])CS(=O)(=O)C2,-6,-5,0.7,-0.1
COc1ccccc1N1CCN(c2ncnc(N)c2[N+](=O)[O-])CC1,-2,-7,-1.0,-0.1
CCOC(=O)c1cccc(N2C(=O)C3C4c5ccccc5C(C)(c5ccccc54)C3C2=O)c1 (stereo unspecified),-1,17,0.9,-0.4
O=S(=O)(NCC1COC2(CCCCC2)O1)c1ccc2ccccc2c1 (stereo unspecified),1,21,2.9,0.1
CCOc1cccc(/C(O)=C2\C(=O)C(=O)N(CCOC)C2c2ccc(C)o2)c1 (stereo unspecified),-8,6,0.2,-0.1
Cc1nnc(SCC(=O)Nc2nc(-c3ccc(Br)cc3)cs2)[nH]c1=O,-24,-3,0.7,0.1
CN1c2ncccc2C(=O)NC12CCN(C(=O)c1ccc(CN3CCCC3)o1)CC2,-2,-2,1.0,0.1
CCOC(=O)N1CCN(c2c(NCCCN3CCCC(C)C3)c(=O)c2=O)CC1 (stereo unspecified),9,-10,1.0,0.0
Cc1ccc(N2C(=O)c3ccccc3NC2c2cccc(F)c2)cc1 (stereo unspecified),-19,-1,-0.7,0.2
O=C(O)c1ccc(S(=O)(=O)c2ccc(C(=O)O)cc2)cc1,-7,-1,-1.4,0.4
O=C(CSc1nc2ccccc2c(=O)n1CC1CCC(C(=O)N2CCN(c3ccccc3)CC2)CC1)NC1CCCC1 (stereo unspecified),-9,2,-0.6,0.1
Nc1ccc(C(=O)OCC(=O)Nc2ccccc2Cl)cc1[N+](=O)[O-],6,0,1.4,0.2
Cc1ccc(C(C(=O)NC(C)(C)C)N(C(=O)c2csnn2)c2ccc(F)cc2)o1 (stereo unspecified),5,11,-0.5,0.7
Cc1cc2cc(CNC(=O)CCc3ccccc3)ccc2n1C,-7,10,-0.9,-0.1
CCOC(=O)c1sc(Nc2cccc(C)c2C)nc1C,0,5,0.7,-0.2
CC1CCCCN1c1nc2ccccc2n2nnnc12 (stereo unspecified),-6,-4,-2.4,0.1
COc1cc2ccccc2cc1C(=O)Nc1ccc(S(=O)(=O)Nc2nccc(C)n2)cc1,9,-9,-0.1,0.1
CC(=O)Nc1ccc(-c2csc(NC(=O)COc3cccc(C(C)=O)c3)n2)cc1,16,-8,2.4,-0.1
Cc1ccc(C2OC3(C(=O)c4ccccc4C3=O)C3C(=O)N(c4ccc(-c5ccccc5)cc4)C(=O)C23)cc1 (stereo unspecified),-3,6,0.7,0.1
CCCCN(C)S(=O)(=O)c1ccc2c(c1)oc(=O)n2C,-4,5,-0.1,0.0
Cc1cnc(Nc2ccncn2)nc1NCCN(C(C)C)C(C)C,-5,10,1.0,0.1
CC(=O)NCc1nnc2n1CCN(Cc1ccc(C(F)(F)F)cc1)CC2,3,-5,0.3,0.0
O=S(=O)(c1ccc2ccccc2c1)N1CCN(c2ccc(-c3ccccc3)nn2)CC1,8,1,2.4,-0.3
CCn1cc(C(=O)N2CCCCC2)c(=O)c2cc(S(=O)(=O)N3CCC(C)CC3)ccc21,-14,13,2.0,-0.2
O=C(CSCc1c(F)cccc1Cl)Nc1ccccc1C(=O)NCc1ccco1,3,5,0.7,-0.2
Cc1[nH]c(-c2ccc(F)cc2)cc1C(=O)N(C)Cc1ccco1,2,17,0.0,0.0
CCCOC(=O)c1ccc(NC(=O)COc2ccccc2)cc1,-2,6,-0.9,0.1
CCNc1cc(C)nc(N2CCN(C(=O)c3cccc(OC)c3)CC2)n1,7,59*,-2.0,-0.2
COC(c1ccc2c(c1)CN(C=O)CCO2)C1CCCCC1 (stereo unspecified),5,9,0.7,-0.1
CCOc1ccc(CCNC(=O)CCC2=NS(=O)(=O)c3ccccc3N2)cc1,8,-10,1.4,-0.1

More entries follow.
smiles | TEAD-YAP inh | MITF primary | GPR151 ag | FBW7 activator
O=S(=O)(c1ccc(Br)s1)N1CCCCC1 | -1 | -8 | 0.4 | 0.0
CN(C)c1cc(Nc2ccc(Br)cc2)c([N+](=O)[O-])c2nonc12 | 5 | 3 | -0.3 | -0.2
O=C(O)c1ccc(NC(=O)C2CC2)c(NC(=O)C2CC2)c1 | 5 | 1 | 0.4 | -0.1
Cc1[nH]nc2c1C(c1ccc(O)cc1)NC2=O (stereo unspecified) | 4 | 0 | 0.0 | 0.2
O=C(OCCOc1ccc(Br)cc1)c1ccc(Cl)nc1 | 2 | -4 | 1.1 | -0.1
COCCNC(CC(=O)Nc1ccc(C)cc1)C(=O)O (stereo unspecified) | -3 | 0 | -0.9 | -0.1
COc1ccc(C)cc1NC(=O)C12CCC(C)(C(=O)C1=O)C2(C)C (stereo unspecified) | 12 | 8 | -1.3 | 0.1
Cc1ccc(-n2c(SCC(N)=O)nnc2-c2cccs2)cc1 | 5 | 9 | 0.0 | 0.1
CC12CCC(C(=O)N(CCC(=O)N=Nc3c(O)[nH]c4ccccc34)C1=O)C2(C)C (stereo unspecified) | 1 | 31 | -3.0 | 0.0
COc1ccc(N(CC(=O)Nc2ccccc2)S(=O)(=O)c2ccccc2)c(OC)c1 | 10 | 5 | -1.2 | -0.1
O=C(CCN1CCOCC1)Nc1ccccc1Cl | 7 | 8 | 1.5 | -0.1
COC(=O)c1cc(C(C)c2ccccc2)sc1NC(=O)c1ccncc1 (stereo unspecified) | 6 | 4 | 0.4 | 0.4
O=c1c2c([nH]c3[nH]n(-c4ccccc4)c(=O)c13)CCCC2 | -10 | 4 | -1.1 | -0.2
CCOc1ccc(NC(=O)Nc2ccc(C)c(F)c2)cc1 | -10 | -15 | -0.3 | 0.0
CN(C)/C=C(\C=O)c1c(Cl)cccc1Cl | 0 | 18 | -0.7 | 0.3
COc1ccccc1NC(=O)c1ccc2c(=O)n(C3CCCCC3)c(=S)[nH]c2c1 | -6 | 7 | -0.1 | 0.1
COC(=O)c1cnn(C(=O)c2ccccc2OC)c1N | 4 | 5 | -1.8 | 0.0
O=C(Nc1ccc2sccc2c1)c1cccs1 | -53 | 7 | -4.4 | 0.0
CCOc1ccccc1N(CC(=O)N(C)Cc1ccccc1)S(=O)(=O)c1ccccc1 | 8 | -10 | -1.2 | 0.0
COC(=O)c1ccc(Cn2nc(C)c(Br)c2C)cc1 | 4 | 17 | -0.6 | 0.3
Cc1cc(C)nc(N2CCN(S(=O)(=O)c3cccc(C(F)(F)F)c3)CC2)n1 | -8 | 6 | 1.9 | 0.0
CCC1(CC)NC(=O)N(CC(=O)OCC(=O)NC(=O)c2ccccc2)C1=O | -1 | 7 | 0.7 | 0.0
Cc1nn(C)cc1-c1nc2cnccn2c1NCc1ccco1 | 0 | -3 | 0.4 | 0.1
CCOC(=O)COn1c(=O)c(-c2ccc(Oc3ccccc3)cc2)[n+]([O-])c2ccccc21 | -12 | -10 | 5.3* | -0.2
CCOc1ccccc1N(C)S(=O)(=O)c1ccc2[nH]cc(C(=O)N3CCc4ccccc43)c(=O)c2c1 | -5 | 12 | -0.2 | 0.0
COCC(=O)N1CCC(O)(c2cccc(F)c2)CC1 | -3 | -12 | 0.4 | 0.1
O=C(NCc1ccco1)c1cccc(S(=O)(=O)N2CCOCC2)c1 | 1 | 4 | 0.4 | 0.0
O=C(CN1CCOCC1)N/N=C/C=C/c1ccccc1 | 8 | 12 | 0.5 | 0.0
COCCCNC(=O)C1CCN(S(=O)(=O)N2CCCC2)CC1 | -1 | 6 | 0.2 | 0.2
O=C(Nc1cc(Cl)ccc1C(=O)O)c1ccc(N2C(=O)c3ccccc3C2=O)cc1 | 5 | -14 | 0.4 | 0.0
CCC(Sc1nc(-c2ccccc2)c(C#N)c(=O)[nH]1)C(=O)Nc1nnc(C)s1 (stereo unspecified) | 1 | 16 | -1.0 | -0.5
O=C(NC1CCCC1)c1c(O)c2c([nH]c1=O)CCCC2 | 3 | 3 | -0.2 | -0.2
COc1ccc(NS(=O)(=O)c2ccc(N=Cc3c(C)[nH]n(-c4ccc(C)c(C)c4)c3=O)cc2)cc1 | -6 | 8 | -3.2 | 0.3
CN1C(=O)CC(C(=O)Nc2cccc(Cl)c2)SC1=Nc1ccccc1 (stereo unspecified) | -7 | 6 | -0.4 | -0.1
Cc1nonc1NC(=O)CN1CCN(c2ccccc2)CC1 | 0 | 7 | 0.9 | 0.0
O=C(NCCO)c1nnc(Cc2cccc(Cl)c2)o1 | 9 | 12 | -1.5 | 0.2
Cc1c(Sc2nnc(-c3ccccc3)n2-c2ccccc2)c(=O)[nH]c2cc3c(cc12)OCO3 | 14 | 11 | -0.9 | 0.2
COc1ccc(Oc2ccc(N3C(=O)c4cccc([N+](=O)[O-])c4C3=O)cc2)cc1 | 0 | 6 | -0.8 | 0.0
CCC(C)(C)NC(=O)Cn1cnc2c1c(=O)n(C)c(=O)n2C | -1 | 2 | -0.3 | 0.1
CCOC(=O)c1ccc(NC(=O)CSc2nnc3[nH]c(=O)cc(C)n23)cc1 | 18 | 3 | -1.5 | -0.1
Cc1cc(-c2cncnc2C2CCCN(Cc3ccncc3)C2)on1 (stereo unspecified) | 0 | 1 | -0.2 | 0.0
Cc1nc2sccn2c1C(=O)NCc1ccc(Cl)nc1 | 5 | 41 | 1.1 | 1.8
c1ccc(-n2cnc3c(NCCN4CCOCC4)nc(NCc4ccc5c(c4)OCO5)nc32)cc1 | 14 | 3 | 0.1 | 0.0
O=C(Nc1ccc2c(c1)OCO2)c1cc(-c2ccc(Br)cc2)on1 | 10 | 6 | -0.7 | 0.0
CCc1ccc(NC(=O)C2(c3cccs3)CCOCC2)cc1 | -5 | -14 | 0.1 | 0.0

Single records (already shown). Screens in order: TEAD-YAP inh	MITF primary	GPR151 ag	FBW7 activator
Record of CCC(Sc1nc(-c2ccccc2)c(C#N)c(=O)[nH]1)C(=O)Nc1nnc(C)s1 (stereo unspecified) : 1	16	-1.0	-0.5
Record of c1ccc(-n2cnc3c(NCCN4CCOCC4)nc(NCc4ccc5c(c4)OCO5)nc32)cc1 : 14	3	0.1	0.0
Record of CCc1ccc(NC(=O)C2(c3cccs3)CCOCC2)cc1 : -5	-14	0.1	0.0
Record of Cc1c(Sc2nnc(-c3ccccc3)n2-c2ccccc2)c(=O)[nH]c2cc3c(cc12)OCO3 : 14	11	-0.9	0.2

Other structures follow:
smiles | TEAD-YAP inh | MITF primary | GPR151 ag | FBW7 activator
CC(O)CNc1c([N+](=O)[O-])c(=O)oc2ccccc12 (stereo unspecified) | -1 | -13 | -0.2 | -0.1
FC(F)(F)c1cc(-c2ccc(Cl)cc2)no1 | -4 | -1 | 0.1 | -0.1
COc1cc(N2CCN(S(=O)(=O)c3ccc4ccccc4c3)CC2)nc(OC)n1 | -2 | -17 | 0.8 | -0.3
COc1cc(CN2CCNC(=O)C2CC(=O)NCCCSC)cc(OC)c1 (stereo unspecified) | -1 | -4 | -1.2 | 0.0
CCOc1ccc(C2/C(=C(/O)c3ccc(C)cc3)C(=O)C(=O)N2CCC(=O)O)cc1 (stereo unspecified) | -2 | 15 | -1.2 | 0.6
CCNC(=O)C(=O)NCCOc1ccccc1 | 1 | 1 | 0.1 | 0.1
